# From PubChem BioAssay
# Cneo AK release – Cryptococcus neoformans cell lysis inducers, primary screen, AK release luminescence, single concentration. lysis activity, % at 15 µM. 0.2% of 360,000 active. C. neoformans lysis, adenylate kinase release luminescence, 4 h; normalised: neutral wells 0, clomiphene wells 100. AID 651654, 2012;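 active = mean lysis activity across replicates of at least 80%, whatever share of replicates individually reach that level; inactive = mean lysis activity below 80%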
#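 Schedule: static 4 h at 37 °C with compound, 1 h detection; system: C. neoformans cells; benchmarks: Clomiphene as positive control; buffer or medium: fresh YPD medium; measure: luminescence rise reflecting yeast cell lysis; measured by: luminescent adenylate kinase detection reagent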
# S100A4 inh HTS – inhibitors of S100A4-myosin IIA peptide binding, primary screen, biochemical, fluorescence polarization, TAMRA-MyoIIA peptide. Protein S100-A4 (Homo sapiens), P26447. inhibition, % at 10.7 µM. 0.14% of 360,000 active. AID 652163, 2013;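 active = mean inhibition of at least 70% across replicates, with every replicate also reaching that level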
# Target sequence (P26447 whole entry, looked up): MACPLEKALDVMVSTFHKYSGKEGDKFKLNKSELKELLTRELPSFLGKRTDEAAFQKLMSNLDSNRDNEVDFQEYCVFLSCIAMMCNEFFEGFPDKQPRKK
#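 Material: S100A4 monomer (human). Medium: Calcium-containing HEPES buffer, pH 7.2. Probe or stimulus: labelled myosin peptide probe, 5 nM. Compound dosing: one concentration per compound. Timing: polarization read 5 min after assay mix addition, stable 5–60 min. Benchmarks: DMSO as neutral control, TFP as positive control.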
# LGR2 antag – inhibitors of bursicon-induced LGR2 CRE-luciferase signal, primary screen, cell-based, HEK293, CRE-luciferase reporter, bursicon stimulation; Drosophila bursicon receptor LGR2 (rickets); bursicon-stimulated, 4 h; inhibition, % at 9.99 µM; 0.35% of 380,000 active; AID 720647, 2013;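 active = drop in luminescence signal, shown as inhibition above about 50% in the replicate tests, limit read from the data, passing the limit was not always enough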;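 note: agonist challenge used bursicon conditioned medium at about half maximal strength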
# PGC1a acetyl inh – inhibitors of PGC1a acetylation signal, primary screen, cell-based, U2OS, AlphaScreen, inhibitor mode. AID 651687, 2012. inhibition, % at 15.6 µM. AlphaScreen anti-acetyl-lysine; with virally co-expressed GCN5 acetyltransferase. 0.17% of 350,000 active;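 active = every replicate shows inhibition of at least 40%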;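 note: 0% = neutral control wells and 100% = positive control wells; some results beyond the cut were filed as inactive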
# Xi reactivation – activators of inactive X chromosome reactivation, primary screen, imaging, XiGFP fibroblasts, GFP high-content imaging, set 2; XiGFP mouse fibroblasts, % GFP-positive cells imaging, 3 d; cells co-treated with 5-aza-dC sensitizer; scaled so ellipticine positive control = 100%; activation, % at 7.58 µM; 0.055% of 360,000 active; AID 743238, 2013;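 active = mean normalized replicate activation at least 10% and every replicate at or above 10%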;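 note: 0% = median of on-plate neutral control wells and 100% = ellipticine 6 µM median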
#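 System: SV40-immortalized XiGFP fibroblast cells, line 68-5-11 / Incubation: 3-day compound exposure, then 15 min fixation at room temperature / Compound: single concentration per compound, delivered by pin transfer / Buffer or medium: DMEM plus 5-aza-dC sensitizer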
# SIRT5 block – SIRT5 desuccinylase inhibitors, primary screen, biochemical, fluorescence imaging, single point, set 5. NAD-dependent protein deacylase sirtuin-5, mitochondrial (Homo sapiens), Q9NXA8. Purified SirT5, succinyl-peptide AMC, trypsin-coupled fluorescence. inhibition, % at 15 µM. 1.1% of 330,000 active. AID 652115, 2013; in the data active = inhibition above about 15%
# ERAP1 HTS inh – human ERAP1 aminopeptidase inhibitors, primary screen, biochemical, single point, plate reader | recombinant ERAP1, Leu-AMC fluorescence, 60 min | inhibition, % at 10.7 µM | 0.15% of 340,000 active | AID 652197, 2013;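 active = mean replicate inhibition of at least 30%, or all replicates individually reaching that 30% level; inactive = mean below 30% and not every replicate reaching it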;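 note: 0% = neutral control wells and 100% = L-leucinethiol positive control wells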
# Target sequence (Q9NZ08 whole entry, looked up): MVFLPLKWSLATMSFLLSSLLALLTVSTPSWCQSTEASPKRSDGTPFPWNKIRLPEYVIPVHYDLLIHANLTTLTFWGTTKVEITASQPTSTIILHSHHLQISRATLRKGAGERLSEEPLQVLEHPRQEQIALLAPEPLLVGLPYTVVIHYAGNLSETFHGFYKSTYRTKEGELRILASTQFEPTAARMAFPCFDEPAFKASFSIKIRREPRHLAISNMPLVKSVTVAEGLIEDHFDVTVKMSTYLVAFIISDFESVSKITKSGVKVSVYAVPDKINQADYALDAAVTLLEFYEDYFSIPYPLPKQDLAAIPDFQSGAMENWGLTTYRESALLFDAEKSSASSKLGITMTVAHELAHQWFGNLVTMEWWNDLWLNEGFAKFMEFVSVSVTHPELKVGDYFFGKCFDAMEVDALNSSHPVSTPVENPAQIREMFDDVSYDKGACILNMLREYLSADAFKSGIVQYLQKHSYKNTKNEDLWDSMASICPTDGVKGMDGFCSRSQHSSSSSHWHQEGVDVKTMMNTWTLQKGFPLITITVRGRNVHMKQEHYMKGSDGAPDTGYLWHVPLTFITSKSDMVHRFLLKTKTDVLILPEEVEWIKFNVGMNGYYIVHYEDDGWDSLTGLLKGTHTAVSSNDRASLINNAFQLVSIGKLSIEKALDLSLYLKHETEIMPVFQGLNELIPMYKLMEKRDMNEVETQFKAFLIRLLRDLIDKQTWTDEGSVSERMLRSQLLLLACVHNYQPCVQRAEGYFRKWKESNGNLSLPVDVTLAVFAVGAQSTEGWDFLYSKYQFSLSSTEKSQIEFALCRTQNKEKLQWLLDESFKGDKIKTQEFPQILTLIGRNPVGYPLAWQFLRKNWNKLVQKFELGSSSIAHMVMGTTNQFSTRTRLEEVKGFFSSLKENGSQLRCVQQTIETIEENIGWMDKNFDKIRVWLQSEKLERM
# C2C12 statin – suppressors of statin myotoxicity in C2C12 myotubes, primary screen, cell-based, single point, plate reader. C2C12 myotubes + simvastatin, ATP luminescence, 48 h; scaled: DMSO 0, geranylgeraniol control 100. rescue of ATP level, % at 7.49 µM. 0.78% of 330,000 active;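 active = mean ATP rescue above about 67%, or every replicate alone reaching that limit, limit read from the data, passing the limit was not always enough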;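 note: myotubes were challenged with 10 µM simvastatin during compound exposure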
# * = called active by the depositor; · = not tested or not shown.
# Value order: PGC1a acetyl inh, C2C12 statin, Cneo AK release, LGR2 antag, ERAP1 HTS inh, SIRT5 block, S100A4 inh HTS, Xi reactivation
O=C1O[C@@H](c2ccccc2)[C@@H](c2ccccc2)N2[C@@H](c3ccc(OCCO)cc3)[C@]3(C(=O)Nc4ccc(C#CC5=CCCCC5)cc43)[C@@H](C(=O)N3CCCCCCC3)[C@H]12
    ·, ·, -5, ·, 4, 6, -20, ·
CCCNC(=O)C1(C)CCN(Cc2csc(-c3ccc(Cl)cc3)n2)C1 (stereo not drawn)
    11, 1, -7, -3, 3, -1, -5, 0.3
CN(C)c1ccc(C(=S)N2CCN(C(=S)Nc3ccccc3)CC2)cc1
    -6, ·, ·, 7, 2, ·, 4, 0.0
COc1ccc(-c2[nH]ncc2CN2CCN(Cc3cccs3)CC2)c(F)c1
    -8, -7, 1, -14, -2, 2, 4, 0.0
O=C(C[C@@H]1C[C@@H]2c3cc(NS(=O)(=O)c4ccc(F)cc4)ccc3O[C@@H]2[C@H](CO)O1)NCc1ccccc1F
    -10, -3, -2, -1, 1, 3, -5, 0.1
Cc1ccc(NC(=O)C2CC(=O)N(C(C)C)C2)cc1C (stereo not drawn)
    ·, -6, 6, -4, 3, -2, -1, -0.1
COc1ccc2c3c(n(C)c2c1)[C@@H](CO)N(C(=O)CN1CCOCC1)CC31CCN(C(=O)Nc2cccc(F)c2)CC1
    -3, ·, ·, 8, ·, -3, -41, 0.0
COc1cccc(CNC(=O)COC(=O)CCc2cc(OC)c(OC)c(OC)c2)c1
    0, 0, -1, 4, 1, -5, 5, -0.1
CCOCCCNC(=O)C1CCCN(S(=O)(=O)c2cccc3nsnc23)C1 (stereo not drawn)
    -4, 12, 8, 6, -2, 0, -55, 0.1
Cc1csc(CN(C)C(=O)CC2C(=O)NCCN2CC(C)(C)C)n1 (stereo not drawn)
    0, 6, -2, 8, 9, 0, 2, 0.0
Cc1cc(NC(=O)CCCn2nc([N+](=O)[O-])c(Br)c2C)no1
    8, 15, 1, 3, 0, -4, -2, -0.3
COCCNC(=O)c1cn(C(C)c2ccccc2F)nn1 (stereo not drawn)
    ·, ·, ·, 8, 3, -3, 2, 0.0
CC(=O)COC(=O)C1CCN(S(=O)(=O)c2cc([N+](=O)[O-])ccc2Cl)CC1
    -10, 8, -7, 1, -1, 0, -5, 0.1
N#Cc1c(N)nc2c(c1N)CC(=O)N2c1ccc(Cl)cc1
    1, -9, 0, 4, -7, -4, 1, ·
COc1ccc(S(=O)(=O)N2CCOC2CNC(=O)C(=O)NCCc2ccccc2OC)cc1 (stereo not drawn)
    -5, 14, 2, 5, -3, 7, 22, -0.1
CC1CCCCC1NC(=O)C1CCN(S(=O)(=O)c2ccc(-n3cnnn3)cc2)CC1 (stereo not drawn)
    6, -4, -5, -3, ·, ·, ·, ·
CC1=CC(C)(C)N(C(=O)CSc2nnc(C)s2)c2ccc(C)cc21
    -23, 17, 1, 22, 1, 3, -1, ·
COCC(=O)N(Cc1cc2cc(C)ccc2[nH]c1=O)c1ccccc1
    ·, -14, -1, -41, 0, -1, -4, 0.0
Cc1ccc(OCC(=O)Nc2cc(S(=O)(=O)N3CCCCC3)ccc2N2CCN(C)CC2)c(C)c1
    -10, -11, 2, 19, 5, 5, -1, 0.0
Cc1csc(CNC(=O)c2cc(COc3c(C)cccc3C)on2)n1
    -19, 2, -8, 18, -1, -2, -4, 0.2

# Pulled one by one from above:
# Value order: PGC1a acetyl inh, C2C12 statin, Cneo AK release, LGR2 antag, ERAP1 HTS inh, SIRT5 block, S100A4 inh HTS, Xi reactivation
COc1ccc(-c2[nH]ncc2CN2CCN(Cc3cccs3)CC2)c(F)c1
    -8, -7, 1, -14, -2, 2, 4, 0.0
Cc1ccc(NC(=O)C2CC(=O)N(C(C)C)C2)cc1C (stereo not drawn)
    ·, -6, 6, -4, 3, -2, -1, -0.1
Cc1csc(CN(C)C(=O)CC2C(=O)NCCN2CC(C)(C)C)n1 (stereo not drawn)
    0, 6, -2, 8, 9, 0, 2, 0.0
CC1=CC(C)(C)N(C(=O)CSc2nnc(C)s2)c2ccc(C)cc21
    -23, 17, 1, 22, 1, 3, -1, ·

# Further results
# Value order: PGC1a acetyl inh, C2C12 statin, Cneo AK release, LGR2 antag, ERAP1 HTS inh, SIRT5 block, S100A4 inh HTS, Xi reactivation
CCCC#Cc1ccc([C@@H]2[C@H]3CN(C(=O)c4ccccn4)CC(=O)N3[C@H]2CO)cc1
    1, ·, ·, 8, 0, -2, -9, 0.4
Cc1cc(C(=O)CSc2nnnn2C)c(C)n1Cc1ccco1
    3, ·, ·, -44, -8, 0, 5, 0.0
CC1=NN(S(=O)(=O)c2ccc(Cl)cc2Cl)C(=O)c2ccccc2O1
    -13, -1, 6, 4, -4, -4, -15, 0.1
COC(=O)c1ccc(C(=O)Nc2nc3cc(N)c(C)cc3s2)cc1
    4, -12, -3, 4, 3, -3, -2, 0.1
O=c1[nH]c2ccc(NC(=S)NCCc3ccccc3)cc2[nH]1
    -5, 9, -2, -4, -8, 5, 2, 0.0
COc1ccc(CCNC(=O)C(=O)NCCCN2CCOCC2)cc1
    ·, 8, 1, 10, ·, ·, 9, 0.1
COc1ccc(S(=O)(=O)N(C)C[C@H]2Oc3ccc(NS(=O)(=O)c4ccc(F)cc4)cc3C(=O)N([C@@H](C)CO)C[C@@H]2C)cc1
    17, -4, -2, 2, -2, -3, 6, -1.0
COc1ccc(-n2c(=O)c3c(C)c(C)sc3n(Cc3ccc(F)cc3)c2=O)c(OC)c1
    8, 24, ·, 13, 2, -1, -2, 0.0
Cc1ccccc1NC(=S)N1CCN(c2ccccc2Cl)CC1
    9, -3, 27, -7, 1, -5, -10, 0.0
COc1ccc(S(=O)(=O)NCC2CCCN(C(=O)CSC)C2)cc1 (stereo not drawn)
    1, 6, 0, 7, 1, -5, 2, 0.0
CC(C)NC(=O)N(C)C[C@@H]1Oc2ccc(NC(=O)C3CC3)cc2C(=O)N([C@H](C)CO)C[C@@H]1C
    -2, -6, 12, -5, -4, -6, -4, 0.1
CCCn1nc(NS(=O)(=O)c2cccc3nonc23)c2cc3cccc(C)c3nc21
    ·, 0, 0, 16, 5, 4, -10, 0.0
COc1cc2cnc(-c3ccccc3F)cc2cc1OC
    ·, 9, 1, -65, ·, ·, 0, 0.0
COc1cccc(NC(=O)Nc2ccc3c(c2)C(=O)N(C)C[C@H](OC)[C@@H](C)CN[C@@H](C)CO3)c1
    -6, -26, -1, -15, 3, ·, 3, 0.3
Cc1cc(OCC(=O)OCC(=O)N2CCc3ccccc3C2)ccc1Cl
    24, 4, 1, 12, 8, -3, 5, 0.0
CN(C)C(=O)[C@H]1[C@H](CO)[C@H]2Cn3c(cccc3=O)[C@H]2N1C(=O)C1CCCC1
    2, ·, ·, -17, 4, 3, 4, 0.0
Cc1ccccc1S(=O)(=O)N1CCCCN2[C@H](CO)[C@@H](c3ccc(-c4cccc(F)c4)cc3)[C@H]2C1
    7, -46, 1, 7, -2, 13, -4, 0.0
Cc1cc(Br)cc(Br)c1OCC(=O)NNC(=O)CCC(=O)NCc1ccccc1
    ·, 3, 0, 7, 0, 0, -3, -0.1
C[C@H]1CN([C@@H](C)CO)C(=O)Cc2cc(NC(=O)Cc3ccccc3)ccc2O[C@H]1CN(C)C(=O)Nc1ccc(F)cc1
    4, 7, 0, -8, 1, -5, 16, 1.2
O=C(O)c1nn2c(C(F)(F)F)cc(-c3cccs3)nc2c1Cl
    ·, ·, ·, -3, -25, -1, 7, 0.4
CO[C@@H]1CC[C@@H]2CCN(C)C(=O)CCCN(C)C(=O)c3cc(C#N)ccc3OC[C@@H]1O2
    ·, 5, -2, 19, 1, 0, 2, 0.0
CC(=O)Nc1ccc2ccccc2c1[N+](=O)[O-]
    ·, 1, -1, -15, 3, 3, -4, -0.1
O=C(O)c1ccc(/C=N/NC(=S)NCCN2CCOCC2)cc1
    -7, 4, 0, 7, 0, 2, -6, 0.0
C[C@H](CO)N1C[C@H](C)[C@@H](CN(C)C(=O)c2ccccc2)Oc2ncc(C#C[C@@H](C)O)cc2C1=O
    -5, -17, 78, -11, -5, -1, 4, -1.1
Cc1ccc(S(=O)(=O)Nc2ccc(N3CCOCC3)nc2)cc1
    0, ·, ·, ·, 0, -3, 5, 0.0
Nc1cccc2c1C(=O)N(CCOc1ccc(F)cc1)C2=O
    6, ·, -2, -101, -4, -1, 2, 0.2
CC(C)NC(=O)Nc1ccc2c(c1)C(=O)N([C@@H](C)CO)C[C@@H](C)[C@H](CN(C)C(=O)NC(C)C)O2
    1, 22, 2, 5, -3, -3, 3, -0.5
C[C@H](O)C#Cc1cnc2c(c1)C(=O)N([C@@H](C)CO)C[C@@H](C)[C@H](CN(C)Cc1cccc(F)c1)O2
    -3, -4, 25, 20, -5, -3, -4, 0.1
O=[N+]([O-])c1ccc(COc2cccc(CN3CCOCC3)c2)cc1
    10, -14, 2, -9, ·, ·, -4, 0.1
Cc1ccc(N2C(=O)N(CC(=O)N3c4ccccc4CC3C)C(=O)C2C)cc1 (stereo not drawn)
    3, -4, 3, 3, 0, -1, 7, 0.3
O=C(Nc1nnc(-c2ccccc2)o1)c1cccc(S(=O)(=O)N2CCOCC2)c1
    1, -20, -1, -3, 0, 1, 5, -0.1
CCn1cc(S(=O)(=O)CC(=O)Nc2ccc(OC)cc2)c2ccccc21
    -4, -7, -1, -4, -1, ·, -3, 0.3
C[C@H](CO)N1C[C@H](C)[C@@H](CN(C)Cc2ccc(C(F)(F)F)cc2)Oc2ccc(NC(=O)CCC(F)(F)F)cc2CC1=O
    -14, 14, -1, 27, 1, 7, 15, 0.2
CO[C@@H]1CN(C)C(=O)c2ccc(NC(=O)C3CCCCC3)cc2OC[C@@H](C)N(Cc2cccnc2)C[C@@H]1C
    23, 2, ·, -1, ·, ·, ·, 0.0
CN1[C@@H]2c3ccc(-c4cccc(F)c4)c(=O)n3C[C@H]1[C@H](CO)[C@H]2C(=O)N1CCCCC1
    ·, 4, 0, -9, 0, -11, 7, 0.4
CCOC(=O)C(CCCP(=O)(c1ccccc1)c1ccccc1)(NC(C)=O)C(=O)OCC
    -12, -4, -20, -10, -1, 0, 4, -0.1
Cn1c(SCc2c(F)cccc2Cl)nc2c(c1=O)SCC2
    4, ·, ·, 20, -1, -2, -5, 0.0
O=C(C[C@@H]1CC[C@H](NC(=O)c2cccc(F)c2)[C@H](CO)O1)NCCN1CCCC1
    -5, 1, 64, -15, -2, 0, -4, 0.0
O=[N+]([O-])CC(c1ccccc1)P(=O)(c1ccccc1)c1ccccc1 (stereo not drawn)
    -7, 9, -1, 8, 5, -1, 0, 0.0
CCOc1ccc2c(c1)C(N(CCN1CCOCC1)C(=O)Nc1ccc(OC)cc1OC)CC(C)(C)O2 (stereo not drawn)
    0, -1, ·, 12, ·, -1, -8, 0.0
COc1ccccc1Cc1c(C(C)(C)C)nc2c(C)cc(Br)cn12
    ·, ·, ·, 1, ·, -2, 3, 0.3

# The list is partial, so the mix of outcomes need not match the whole.
